High-throughput results as filed in PubChem.
VEEV TC-83 Vero – inhibitors of VEEV TC-83 cytopathic effect, confirmation, Vero cells (AID 588727); 350,000 tested, 0.13% active; Vero cells, VEEV TC-83 cytopathic effect inhibition; higher % means a stronger effect; inhibition, % at 20 µM; hits with a dose series show IC50 in µM; in the data active means a potency from the dose series; inconclusive means inhibition mostly from about 14% at the one dose, without a potency; inactive means the rest, 99 in 100 with inhibition below about 12%; further: strong numbers were not always called active
Salmonella PhoP GFP – Inhibition of PhoP regulon, Salmonella typhi GFP reporter cells, confirmation, 4 h (AID 1850) | 310,000 tested, 0.33% active | inhibition, % at 50 µM; hits with a dose series show IC50 in µM | Salmonella Typhi PhoP-promoter GFP reporter, fluorescence, 4 h; higher % means a stronger effect; in the data active means a potency from the dose series; inconclusive means inhibition mostly from about 25% at the one dose, without a potency; inactive means the rest, 99 in 100 with inhibition below about 19%;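 further: 0% = induced wells with vehicle and 100% = uninduced wells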
H37Rv inhibition – M. tuberculosis growth inhibition, HTS (AID 449762) | inhibition, % at 25 µM; hits with a dose series show IC50 in µM | 330,000 tested, 0.59% active | M. tuberculosis H37Rv growth inhibition, 7H9 media; higher % means a stronger effect; in the data active means a potency from the dose series; inconclusive means inhibition above about 70% without an active follow-up result;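 further: bacterial growth assessed after seven days of incubation; strong numbers were not always called active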
H1N1 NS1A inhibition – NS1A inhibition, H1N1 influenza, cell based functional assay (AID 504329) | NS1A functional cell-based assay, percent inhibition; higher % means a stronger effect | one-dose inhibition, % at 12.5 µM; IC50 in µM for titrated hits | 340,000 tested, 0.3% active; in the data active means a potency from the dose series; inconclusive means inhibition above about 27% without an active follow-up result; further: strong numbers were not always called active
tuberculosis growth – growth inhibition of non-replicating M. tuberculosis (AID 488890) | inhibition, % at 25 µM, or IC50 in µM where a hit was titrated | Mycobacterium tuberculosis non-replicating, growth inhibition; higher % means a stronger effect | 320,000 tested, 0.39% active; in the data active means a potency from the dose series; inconclusive means inhibition mostly from about 82% at the one dose, without a potency; inactive means the rest, 99 in 100 with inhibition below about 76%;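 further: plate controls were DMSO cells for no effect and high antibiotic wells for full effect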
VEEV TC-83 Vero 10K pilot screen – second read-out of VEEV TC-83 Vero, no call of its own (marks repeat the call); inhibition, %; measured here: 10K pilot screen inhibition
* marks the source's active call; other numbers are inactive results; i = inactive; ? = inconclusive; / = no result given. Rows were taken by chance; 1.4% or so of the library scored in one or more.

SMILES | VEEV TC-83 Vero | Salmonella PhoP GFP | H37Rv inhibition | H1N1 NS1A inhibition | tuberculosis growth | others
Cn1c(=O)c(Oc2ccc(F)cc2)c(O)c2ccccc21 | 1.2% | -2% | ? | 1% | 8.3µM*
CC(=O)N[C@@H](Cc1c[nH]c2ccccc12)C(=O)OCc1cc(C(F)(F)F)cc(C(F)(F)F)c1 | 0.1% | -2% | -2% | 3% | 9%
COc1ccccc1NS(=O)(=O)c1ccc2oc(SC)nc2c1 | i | 2% | -5% | -8% | 0%
CCc1cc(-c2n[nH]c(CCC(=O)O)c2-c2nc3ccccc3n2C)c(O)cc1O | 3.7% | 6% | 5% | 8% | -7%
CSc1ccccc1C(=O)C1CCCN(C(=O)c2csnn2)C1 (stereo not given) | i | -11% | -12% | -11% | 6%
COc1cc(C2C(C#N)=C(N)N(N(C)C)C3=C2C(=O)CCC3)cc(OC)c1OC (stereo not given) | 0.7% | 9% | -3% | 20% | -3%
CCN1CC=C2C(C#N)=C(N)C(C#N)(C#N)C(c3cc(Cl)ccc3Cl)C2C1 (stereo not given) | i | -29% | -3% | 4% | 43%
Cc1nnc(SCC(=O)N2CCCC(C(=O)c3ccc(Cl)cc3)C2)o1 (stereo not given) | 1.1% | 3% | -3% | -1% | -5%
O=C(CSc1cccc2cccnc12)N/N=C/c1ccc(O)cc1 | 4.2% | 8% | 1% | -24% | -1%
CCOC(=O)C1CCCN(CC(=O)Nc2nccs2)C1 (stereo not given) | 0.5% | -7% | -11% | 2% | 17%
CC(=O)c1c(C)n(CC(=O)NCc2ccco2)c2ccccc12 | i | -2% | -6% | 2% | 10%
CC(C(=O)N1CCN(c2ccc(Cl)cc2)CC1)c1ncc(C(F)(F)F)cc1Cl (stereo not given) | i | -17% | 3% | -8% | 30%
CCC(C)NC(=O)CSc1nc2n[nH]c(C)c2c(=N)n1-c1ccc(OC)cc1 (stereo not given) | 11% | 7% | 0% | 2% | -7%
CN(C)C(=O)CSc1nnc([C@H](Cc2ccccc2)NC(=O)OC(C)(C)C)o1 | 2.7% | 5% | -10% | -2% | -4%
Cc1ccc(C)c(NC(=O)C(Sc2cccc[n+]2[O-])c2ccccc2)c1 (stereo not given) | 0.3% | -10% | 3% | 2% | 7%
CCn1nc(C(=O)OC(C(=O)c2c[nH]c3ccccc23)c2ccccc2)c2ccccc2c1=O (stereo not given) | 0.2% | -9% | 1% | 5% | 0%
CN1CCN(c2ccc(S(=O)(=O)N3CCOCC3)cc2NC(=O)CSCc2ccccc2)CC1 | 0.5% | / | -2% | -10% | 4%
Cc1cc(=O)oc2c3c(cc(OCC(=O)NCc4ccccc4)c12)OC(C)(C)CC3 | 8.0% | 4% | -4% | -2% | 10%
CC(=O)N1CCN(C(=O)CCNS(=O)(=O)c2ccc(Br)cc2)CC1 | 0.8% | / | -2% | -9% | -21%
CCN(CC)CCCN1C(=O)CSC1c1ccc2c(c1)OCO2 (stereo not given) | i | -2% | 1% | -5% | -3%
Cc1nn(-c2cccc(Cl)c2)c(Cl)c1/C=N/NC(=O)c1cccs1 | i | -4% | -3% | -7% | -12%
CC(=O)c1ccc(C(=O)N(C)C2CCCN(Cc3ccccc3F)C2)s1 (stereo not given) | 1.3% | -7% | -2% | -5% | 3%
CN(CCC#N)C(=S)Nc1ccc(S(=O)(=O)N2CCOCC2)cc1 | 0.8% | -1% | 1% | -4% | 6%
Cc1ccc(Cl)cc1N1CCN(C(=O)c2ccc(CS(=O)Cc3ccc(Cl)cc3)o2)CC1 (stereo not given) | 4.3% | -4% | -6% | 7% | 18%
COc1cc(NC(=O)C2CCCCC2)c(OC)cc1NC(=O)c1ccccc1 | 0.6% | -13% | 59% | 8% | 31%

Structural class, those above containing a CF3 group (2)
SMILES | VEEV TC-83 Vero | Salmonella PhoP GFP | H37Rv inhibition | H1N1 NS1A inhibition | tuberculosis growth | others
CC(=O)N[C@@H](Cc1c[nH]c2ccccc12)C(=O)OCc1cc(C(F)(F)F)cc(C(F)(F)F)c1 | 0.1% | -2% | -2% | 3% | 9%
CC(C(=O)N1CCN(c2ccc(Cl)cc2)CC1)c1ncc(C(F)(F)F)cc1Cl (stereo not given) | i | -17% | 3% | -8% | 30%

Back to the main list, starting 3 compounds before the break.
SMILES | VEEV TC-83 Vero | Salmonella PhoP GFP | H37Rv inhibition | H1N1 NS1A inhibition | tuberculosis growth | others
CN(CCC#N)C(=S)Nc1ccc(S(=O)(=O)N2CCOCC2)cc1 | 0.8% | -1% | 1% | -4% | 6%
Cc1ccc(Cl)cc1N1CCN(C(=O)c2ccc(CS(=O)Cc3ccc(Cl)cc3)o2)CC1 (stereo not given) | 4.3% | -4% | -6% | 7% | 18%
COc1cc(NC(=O)C2CCCCC2)c(OC)cc1NC(=O)c1ccccc1 | 0.6% | -13% | 59% | 8% | 31%
CCOC(=O)C1=C(COC(=O)CCOc2ccccc2)NC(=O)NC1C (stereo not given) | 1.1% | / | 5% | -1% | 26%
CC(=O)c1ccc(NC(=O)C2CCN(S(=O)(=O)c3cccc4cccnc34)CC2)cc1 | 0.7% | 7% | 24% | -1% | /
CC(C)Oc1cccc(-c2cc(C(=O)N3CCN(S(C)(=O)=O)CC3)c3ccccc3n2)c1 | 8.1% | -3% | -1% | -6% | 10%
O=S(=O)(c1ccc(C2CCCCC2)cc1)N1CCN(c2ncccn2)CC1 | 0.8% | -6% | 1% | -4% | -9%
CCOc1ccccc1NC(=O)CSc1ccc(-c2sc(C)nc2C)nn1 | 8.0% | 0% | -7% | -5% | 60%
CCOC(=O)N1CCC(NS(=O)(=O)c2ccc(C)c(Cl)c2)CC1 | i | 1% | 5% | / | 14%
CN1C(=O)C(=Cc2cn(CC#N)c3ccccc23)C(=O)N(C)C1=O | 1.6% | -16% | -1% | -3% | 2%
CCOc1ccc(C2CC(c3c(O)n(C)c(=O)n(C)c3=O)=NN2)cc1 (stereo not given) | 4.6% | 3% | 4% | -21% | -3%
CC(C)N(C(=O)COC(=O)c1ccc([N+](=O)[O-])cc1)c1ccccc1 | 1.0% | -12% | 31% | -6% | ?
CC1CCCC(NC(=O)CCCn2c(=S)[nH]c3ccccc3c2=O)C1C (stereo not given) | 2.3% | -21% | 8% | 0% | -9%
CN(C)S(=O)(=O)c1ccc(NC(=O)COc2cccc3c2OC(C)(C)C3)cc1 | 8.5% | / | / | -2% | /
CC1CN(CCCSc2ccc(Cl)cc2)CC(C)O1 (stereo not given) | i | 17% | -7% | 8% | 39%
Cc1ccc2oc(=O)cc(CN3CC(C)OC(C)C3)c2c1 (stereo not given) | 0.7% | -5% | 3% | -4% | 2%
CNC(=O)CN(c1cc(OCCOC)c(Cl)cc1Cl)S(=O)(=O)c1ccccc1 | 1.2% | 3% | -6% | 8% | 7%
COc1ccc(OC)c(/C=C/C(=O)Nc2cccc(S(=O)(=O)NC3=NCCCCC3)c2)c1 | 4.1% | / | -4% | -15% | 28%
COc1cc(C(=O)OCC(=O)N2CCNC2=O)cc(Cl)c1OC | 9.2% | / | / | -11% | /
C#CCOc1cc(C2C3=C(COC3=O)Nc3cc4c(cc32)OCO4)ccc1OC (stereo not given) | 8.9% | -4% | -1% | 2% | -6%
COc1ccc(C(=O)c2nccc3ccccc23)cc1 | 1.1% | -2% | -7% | 0% | 73%
CC(=O)N1CCC(C(=O)Nc2ccc3c(c2)CCC3)CC1 | 6.7% | 0% | -12% | 2% | -5%
CN(C)c1ccccc1C(=O)N1CCC(n2nccc2NC(=O)C2CC2)CC1 | 1.5% | -3% | 4% | 4% | 11%
CCOC(=O)C1=C(C)NC(=O)NC1c1cccc(OC)c1OCc1ccccc1Cl (stereo not given) | 0.7% | -3% | 7% | -2% | 16%
O=C(NCc1cccs1)C1CC(c2ccc(Cl)cc2)=NO1 (stereo not given) | 2.9% | -4% | -9% | 6% | 68%
Cc1nnc(N2CCN(c3ccccc3)CC2)[nH]c1=O | 0.1% | 7% | 0% | -20% | -10%
O=C(Nc1ccc2c(c1)OCCO2)C1CCCN(S(=O)(=O)c2cnc[nH]2)C1 (stereo not given) | 0.7% | -23% | -4% | -3% | 4%
O=S(=O)(c1cc(Cl)ccc1Cl)N1CCN2CCCC2C1 (stereo not given) | 0.8% | 9% | -4% | -6% | -7%
Remaining list, next part
SMILES | VEEV TC-83 Vero | Salmonella PhoP GFP | H37Rv inhibition | H1N1 NS1A inhibition | tuberculosis growth | others
C/C(=N\NC(N)=O)c1cccc(Cl)c1 | 1.8% | -3% | -3% | 1% | /
COc1ccc(CCNC(=O)c2sc3cc(C)ccc3c2Cl)cc1 | 0.3% | 1% | 4% | -8% | 19%
O=C1/C(=C/c2cccs2)SC(=S)N1CC(=O)N1CCCCC1CCO (stereo not given) | 2.2% | 9% | 6% | 1% | 21%
O=C(CN1CCN(Cc2ccc3c(c2)OCO3)CC1)Nc1cc(S(=O)(=O)N2CCCC2)ccc1Cl | 0.6% | 3% | 7% | 16% | 13%
O=C(O)CN1C(=O)C(=O)N(Cc2ccc(Cl)c(Cl)c2)C1=O | i | -18% | 11% | -11% | -8%
CCOC(=O)C1=C(C)Nc2ncnn2C1c1cccnc1 (stereo not given) | 5.2% | 5% | 0% | -5% | 3%
Cc1cccc(Nc2ncnc3ccc(Br)cc23)c1 | 2.4% | -11% | 5% | 0% | 58%
CC(NC(=O)c1cccnc1)C(c1cccs1)N1CCN(c2ccccc2F)CC1 (stereo not given) | 6.9% | 2% | -4% | -4% | 32%
COc1ccc(N2CC(C(=O)Nc3nc4ccc(S(C)(=O)=O)cc4s3)CC2=O)cc1 (stereo not given) | 4.4% | -20% | 1% | 4% | -2%
OCCN1CCN(CC(O)COc2ccc(-c3ccccc3)cc2)CC1 (stereo not given) | 5.2% | 9% | -9% | 18% | 25%
O=Cc1c(-c2ccc(F)cc2)nc2ccccn12 | 1.6% | -9% | -8% | 8% | 15%
COc1ccc(C(=O)O)cc1S(=O)(=O)Nc1ccc(C)cc1 | 0.1% | -3% | 0% | -1% | 0%
Cc1c(C(=O)NNS(=O)(=O)c2ccccc2)sc(=S)n1C | 0.8% | -5% | 3% | -4% | -3%
COc1ccccc1-n1nnnc1SCC(=O)N1CCCC1=O | 1.8% | -1% | -14% | 6% | -9%
CCCCn1nc(NC(=O)CC)c2cc3cc(OC)ccc3nc21 | 8.3% | 5% | 10% | -14% | -7%
CC1Cc2cc(/C(O)=C3/C(=O)C(=O)N(CCCn4ccnc4)C3c3ccc([N+](=O)[O-])cc3)ccc2O1 (stereo not given) | i | / | / | 4% | /
COc1ccc([C@@H]2[C@@H]3C(=O)N(C(C)(C)C)C(=O)[C@@H]3[C@]3(CC(C)C)C(=O)N(c4ccccc4)C(=O)N23)cc1 | 0.8% | 1% | -7% | 6% | 33% | VEEV TC-83 Vero 10K pilot screen=1.4
CN(C)C(=O)Cn1cnc2c(cnn2-c2ccc(F)cc2)c1=O | 1.6% | -5% | 0% | 3% | 8%
Cc1cc(C)cc(NC(=S)Nc2ccc(Cl)c(Cl)c2)c1 | 0.4% | -4% | ? | 4% | ? | VEEV TC-83 Vero 10K pilot screen=0.1
O=C(NCCCN1CCOCC1)c1ccc(CS(=O)(=O)Cc2ccc(Cl)cc2)o1 | 1.4% | 2% | -3% | 3% | -16%
O=C(/C=C/c1ccco1)NCc1ccco1 | 0.1% | -6% | 0% | / | 51%
CC1=CCC2C(=O)N(c3cccc(C(=O)N(C)C4CCCCC4)c3)C(=O)C2C1 (stereo not given) | 3.2% | 4% | 1% | 5% | 3%

Molecules shown so far containing a nitro group on carbon (2):
SMILES | VEEV TC-83 Vero | Salmonella PhoP GFP | H37Rv inhibition | H1N1 NS1A inhibition | tuberculosis growth | others
CC(C)N(C(=O)COC(=O)c1ccc([N+](=O)[O-])cc1)c1ccccc1 | 1.0% | -12% | 31% | -6% | ?
CC1Cc2cc(/C(O)=C3/C(=O)C(=O)N(CCCn4ccnc4)C3c3ccc([N+](=O)[O-])cc3)ccc2O1 (stereo not given) | i | / | / | 4% | /
